CHT allo act = allosterically activates the human high affinity choline transporter; hit rate 0.49% among 310,000; CHT-expressing cells, membrane potential dye, choline EC20; active compounds read high; LV-AA mutant CHT in HEK293 cells; B-score at 10 µM;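 active = initial fluorescence not abnormally high and integrated response B-score, plate-corrected, over 3 SD above library mean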
Target sequence (Q9GZV3 whole entry, looked up): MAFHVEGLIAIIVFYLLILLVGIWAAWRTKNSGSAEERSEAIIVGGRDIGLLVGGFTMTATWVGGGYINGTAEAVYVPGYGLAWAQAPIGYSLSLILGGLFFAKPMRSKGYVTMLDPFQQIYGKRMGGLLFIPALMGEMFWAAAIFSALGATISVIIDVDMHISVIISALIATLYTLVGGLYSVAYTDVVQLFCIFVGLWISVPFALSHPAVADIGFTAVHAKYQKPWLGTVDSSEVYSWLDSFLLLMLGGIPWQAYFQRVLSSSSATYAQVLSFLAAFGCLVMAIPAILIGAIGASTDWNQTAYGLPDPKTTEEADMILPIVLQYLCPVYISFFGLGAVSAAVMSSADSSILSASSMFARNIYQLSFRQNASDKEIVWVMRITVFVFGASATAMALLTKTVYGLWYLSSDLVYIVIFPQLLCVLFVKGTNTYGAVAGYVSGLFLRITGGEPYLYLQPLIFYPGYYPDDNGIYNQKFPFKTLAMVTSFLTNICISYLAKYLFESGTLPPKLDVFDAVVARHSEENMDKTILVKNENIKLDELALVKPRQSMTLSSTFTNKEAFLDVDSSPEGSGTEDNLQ
CHT block = human CHT choline transport inhibition; AID 488975; B-score at 10 µM; hit rate 0.86% among 310,000; CHT-expressing cells, membrane potential dye, choline response; active compounds read low; Q9GZV3;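 active = B-score over 3 SD under the library average, and starting fluorescence ratio not unusually high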;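 note: choline stimulus applied at its EC90 after an EC20 pre-addition; B-score computed on integrated fluorescence ratio after choline addition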
Active calls of the source: *; i = inactive.

SMILES	CHT allo act	CHT block
CCC(NC(=O)Cc1c(C)c2cc3c(cc2oc1=O)OC(C)(C)CC3)C(=O)O (centres undefined)	i	i
CCCN(CCC)c1nc2ccccc2n2c(C)nnc12	i	i
CN1CCc2c(sc(NC(=O)c3cc(Cl)sc3Cl)c2C(N)=O)C1	i	i
Cc1ccc(NC(=O)CN(c2ccccc2F)S(C)(=O)=O)cc1	i	i
COC(=O)c1c(NC(=O)CN2CCCC(C)C2)c2c(C)cccc2n1C (centres undefined)	i	i
Cc1ccc(-n2c(O)c(C=NC3CCS(=O)(=O)C3)c3ccccc3c2=O)cc1C (centres undefined)	i	i
COc1cc(-c2nnc3sc(-c4ccco4)nn23)cc(OC)c1OC	i	i
CCOC(=O)C1(C)C=C(Nc2ccc(NC(C)=O)cc2)C(=O)N1c1ccc(NC(C)=O)cc1 (centres undefined)	i	i
CCOc1ccc(Nc2nc3ccccc3c(=O)s2)cc1	i	i
O=C(O)c1c2c(nc3ccccc13)-c1ccccc1CC2	i	i
O=C(CCl)NN=C(c1ccccc1)c1ccccc1	i	i
Cc1cccc2cc(COC(=O)COc3ccccc3)c(=O)[nH]c12	i	i
O=C(NC1CCCCCCC1)c1cccs1	i	i
O=C(NC(=S)Nc1ccc(S(=O)(=O)Nc2ncccn2)cc1)c1ccc(Br)cc1	i	i
Cc1ccc(C(=O)Nc2ccccc2C(=O)NC(Cc2ccccc2)C(=O)O)cc1 (centres undefined)	i	i
Cc1nn(C)c(C)c1C1C(C#N)=C(N)Oc2n[nH]c(C)c21 (centres undefined)	i	i
CCCOC(=O)c1c(NC(=O)/C=C/c2cnn(C)c2C)sc(C(=O)OC)c1C	i	i
CCN(CC(=O)NCc1ccc(F)cc1)C(=O)COc1ccc2ccccc2c1	i	i
c1ccc(Oc2ccc(-c3ccnc4nc(N5CCN(c6ccccc6)CC5)nn34)cc2)cc1	i	i
CC(C)CNc1cc(Cl)c(S(=O)(=O)NCC(C)C)cc1C(=O)O	i	i
O=C(NCc1ccccc1)C(Cc1ccccc1)N1C(=O)C2C3CCC(C3)C2C1=O (centres undefined)	i	i
Cc1cccc(-n2c(SCC(=O)NCc3ccco3)nnc2-c2ccco2)c1	i	i
N#Cc1c(NC(=O)c2ccc(-c3ccccc3[N+](=O)[O-])o2)sc2c1CCCC2	i	i
CNC(=O)c1[nH]cnc1C(=O)Nc1ccc(F)cc1	i	i
CSc1nc2cc(Cl)ccc2s1	i	i
CN(C)S(=O)(=O)c1ccc(C(=O)NCc2ccccn2)cc1	i	i
O=C(Cn1cc2c(n1)CCCC2)NCc1ccccn1	i	i
O=C1c2cccc3cccc(c23)N1Cc1cccc(F)c1	i	i
CCCCOC(=O)C1[C@H]2C(=O)N(c3ccccc3CC)C[C@]23C=C[C@H]1O3 (some centres undefined)	i	i
Cc1c(O)c2c(=O)n(-c3ccccc3)c(-c3ccccc3)cc2oc1=O	i	i
CCOc1ccc(C2C=C(c3ccc(C)cc3)Nc3ncnn32)cc1 (centres undefined)	i	i
COc1ccc(CCn2c(=N)c(C(=O)NCC3CCCO3)cc3c(=O)n4cccc(C)c4nc32)cc1OC (centres undefined)	i	i
COc1cccc(/C=N/NC(=O)c2cccc3ccccc23)c1OC	i	i
COc1ccc(CN(CC2CCCO2)S(=O)(=O)c2ccc(-n3cnnn3)c(OC)c2)cc1 (centres undefined)	i	i
O=C(NCc1nc2ccccc2[nH]1)C1=C[C@@H](c2ccccc2)C[C@@H](OCc2ccc(CO)cc2)O1	i	i
CCN1CCN(c2c(Cl)cccc2NC(=O)c2ccc([N+](=O)[O-])cc2)CC1	12*	i
Cn1c(CNc2cccc(C(F)(F)F)c2)n[nH]c1=S	i	i
CCOCCCn1c(SCC(=O)NC(C)C)nc2ccccc2c1=O	i	i
c1coc(-c2ccnc3ncnn23)c1	i	i
O=C(NCCCN1CCN(c2ccc(F)cc2)CC1)c1cccc(N2CCCC2=O)c1	i	i

Record cards, from the list above. Screens in order: CHT allo act, CHT block
Cc1c(O)c2c(=O)n(-c3ccccc3)c(-c3ccccc3)cc2oc1=O across the screens: i, i
COC(=O)c1c(NC(=O)CN2CCCC(C)C2)c2c(C)cccc2n1C (centres undefined) across the screens: i, i
CCCOC(=O)c1c(NC(=O)/C=C/c2cnn(C)c2C)sc(C(=O)OC)c1C across the screens: i, i
O=C(NC(=S)Nc1ccc(S(=O)(=O)Nc2ncccn2)cc1)c1ccc(Br)cc1 across the screens: i, i

The list goes on:
SMILES	CHT allo act	CHT block
C=CCN1CCc2c(cc(O)c(O)c2Br)[C@@H](c2ccccc2)C1	i	i
CC(C)CCNS(=O)(=O)c1ccc(-c2ccc(S(=O)(=O)NCCC(C)C)cc2)cc1	i	i
O=C(COc1cc(Cl)ccc1Cl)Nc1ccc2[nH]c(=O)[nH]c2c1	i	i
COc1ccc(NC2=C(C(C)=O)C(c3ccc(N(C)C)cc3)C(C(C)=O)C(C)(O)C2)cc1 (centres undefined)	i	i
O=C1CC2C(CC(OC(=O)c3ccc(-c4ccccc4)cc3)C2CO)O1 (centres undefined)	i	i
Cc1ccc(NC(=O)CN2CCC(Cc3ccccc3)CC2)cc1S(=O)(=O)N(C)C	i	i
CCc1ccc2[nH]c(C(=O)Nc3ccc(F)cc3Br)cc2c1	i	i
CC(C)(C)c1cc(C(=O)N/N=C/c2ccc(-c3ccccc3[N+](=O)[O-])o2)n[nH]1	i	i
Cc1nn(Cc2c(Cl)cccc2Cl)c(Cl)c1/C=C/C(=O)OCC(=O)NCC(F)(F)F	i	i
O=S(=O)(N/N=C\c1cccnc1)c1ccccc1	i	i
Fc1ccc(C2=Nn3c(Cc4ccccc4)nnc3SC2)cc1	i	i
O=c1/c(=C/c2ccc(O)cc2)sc2n1CCCN=2	i	i
CC(CCc1ccccc1)NCc1cccc2ccccc12 (centres undefined)	i	i
CN(C)c1ccc(/C=N/NC(=O)c2cc(-c3ccc4c(c3)OCO4)n[nH]2)cc1	i	i
COc1ccc(C2C(C(=O)Nc3ccccc3OC)=C(C)Nc3nnnn32)c(OC)c1 (centres undefined)	i	i
O=C(O)c1ccc(CSc2nnc(COc3ccc(Cl)cc3Cl)o2)cc1	i	i
O=C1NCC(COCC2CC=CCC2)O1 (centres undefined)	i	i
COC(=O)c1ccc(C)c(NC(=O)CCSc2ccc(Cl)cc2)c1	i	i
NC(=O)CC(NC(=O)c1cccc(Br)c1)c1ccc(NC2CCCCCCC2)c([N+](=O)[O-])c1 (centres undefined)	i	i
COc1ccc(C(=O)NC2CCCCCC2)cc1S(=O)(=O)N1CCOCC1	i	i
COc1ccc(N(C(=O)c2ccco2)C(C(=O)NC2CCCCC2)c2ccccc2)cc1 (centres undefined)	i	i
O=C(NCc1ccco1)c1cccc2c1C(=O)N(C1CCCCC1)C2	i	i
O=C(/C=C\Nc1ccccn1)c1ccccc1	i	i
NCCSC1CC(=O)N(Cc2ccc(F)cc2)C1=O (centres undefined)	i	i
Cc1cc(=O)oc(C)c1C(=O)NCCN1CCOCC1	i	i
Cc1ccc(NC2=C(Cl)C(=O)OC2OC(=O)c2ccccc2)c(C)c1 (centres undefined)	i	i
O=C(N/N=C/c1ccco1)C12CC3CC(CC(C3)C1)C2	i	i
CCN(CC)S(=O)(=O)c1ccc2oc(C(=O)Nc3ccc(OC)cc3OC)c(C)c2c1	i	i
Cc1ccc(C(=O)O)cc1NC(=S)NC(=O)c1ccc(-c2ccccc2)cc1	i	i
O=C(c1ccccc1)c1ccc(OCC(O)CN2CCOCC2)cc1 (centres undefined)	i	i
Cc1cccc(NC(=O)/C(=C\c2ccco2)NC(=O)c2ccccc2)c1	i	i
COc1cc(C)nc(N(C)S(=O)(=O)c2ccccc2Cl)n1	i	i
Cc1ccc(CCNC(=O)CN2C(=O)COc3ccccc32)cc1	i	i
Cc1ccccc1N(CC(=O)N/N=C/c1ccc(Cl)cc1)C(=O)c1ccccc1	i	i
COc1ccccc1C(=O)NNC(=O)c1cccc([N+](=O)[O-])c1	i	i
COc1cc(NC(=O)c2cccnc2)ccc1NC(=O)c1ccccc1Cl	i	i
CC1(O)CC(=O)N(c2ccccc2)O1 (centres undefined)	i	i
CCOC(=O)c1c(NC(=S)Nc2cccnc2)sc(C)c1C	i	i
O=C(O)/C=C\C(=O)NCc1cccnc1	i	i
C[C@@H]1CC=C[C@H]2[C@H]1C(=O)N(Cc1ccccc1)[C@H]2c1ccc2ccccc2c1/C=C/c1ccccc1	i	i
Cn1c(=O)c2c(nc(NCC3CCCO3)n2Cc2ccccc2)n(C)c1=O (centres undefined)	i	i
CC(C)Cc1nnc(NC(=O)CCC(=O)N2CCC(C)CC2)s1	i	i
O=C(NCC1CC1)c1cc(-c2ccccc2)nn1CC1CC(c2cccnc2)=NO1 (centres undefined)	i	i
Cc1ccc2c(c1)N(CC(=O)N1CCCCC1c1cccnc1)C(=O)CO2 (centres undefined)	i	i
COc1cccc(N2CCN(c3nc(-c4ccccc4C)cc(=O)[nH]3)CC2)c1	i	i
COc1cccc(C(=O)Nc2cccc(SC)c2)c1	i	i
COCCn1ccc2c(OCC(=O)NCCc3ccc(OC)c(OC)c3)cccc2c1=O	i	i
CC(C)COc1ccc(-c2cc(C(=O)NN)[nH]n2)cc1	i	i
O=C(Cn1c(=O)oc2cc(S(=O)(=O)N3CCc4ccccc43)ccc21)NC1CCCC1	i	i
COc1cccc(CNC(=O)Cn2cc([N+](=O)[O-])cn2)c1	i	i
CC(=O)Nc1ccc2nc(N)sc2c1	i	i
NC(=O)C1CCN(C(=O)CNC(=O)c2ccc(Br)o2)CC1	i	i
CN(C)S(=O)(=O)c1ccc(C(=O)NCc2nnc(SCC(=O)N3CCCCCC3)o2)cc1	i	i
CCCC1=C(C(=O)OCC)C(c2ccc(N(C)C)cc2)n2ncnc2N1 (centres undefined)	i	i
Nc1c(C(=O)N2CCCCC2)sc(=S)n1-c1ccccc1	i	i
Cc1cccc(C)c1OCCNC(=O)C(=O)NCc1ccco1	i	i
CN1CCN(S(=O)(=O)c2cccc(C(=O)Oc3ccc(Br)cc3F)c2)CC1	i	i
COc1cccc(C(=O)Nc2nc3ccccc3[nH]2)c1	i	i
COC(=O)c1cc(NC(=O)c2ccc(C)cc2)c(=O)oc1C	i	i
CC(=O)Nc1ccc(-n2cnnn2)cc1	i	i

Next records.
SMILES	CHT allo act	CHT block
Cc1cc2c(c(=O)n1CCN(C)C)C(c1ccc(Cl)cc1)C(C#N)=C(N)O2 (centres undefined)	i	i
CCC1CN(C(=O)N2CCC(C(=O)Nc3ccccc3OC)CC2)c2ccccc2O1 (centres undefined)	i	i
Cc1ccc(S(=O)(=O)N2CCN(C(=O)c3ccccc3-c3nc4ccccc4s3)CC2)c(C)c1	i	i
O=C(Cc1ccc(-n2c(=S)[nH]c3ccccc3c2=O)cc1)N1CCN(c2ccccc2)CC1	i	i
Cc1ccc(NC(=O)ON=C2CCCC2)cc1	i	i
CCCCC(CC)CN=C(N)NC(N)=NCCCCCCN=C(N)NC(N)=NCC(CC)CCCC (centres undefined)	i	i
Cc1ccc(CNC(=O)C2CC(c3cccc([N+](=O)[O-])c3)=NO2)o1 (centres undefined)	i	i
CCOc1ccc(Nc2nc3cc(S(=O)(=O)N(CC)CC)ccc3o2)cc1	i	i
COc1ccccc1OCCC(=O)OCC(=O)Nc1ccc(Br)cc1	i	i
CC(=O)c1cc2c(cc1NS(=O)(=O)c1ccccc1Br)OCO2	i	i
N#CC1=C(N)C(C#N)(C#N)[C@H](c2ccncc2)[C@H]2CC3(CC=C12)OCCO3	i	i
CS(=O)(=O)N(CC(=O)NCc1ccccn1)Cc1ccc(Cl)cc1	i	i
S=C(NCCc1ccccc1)N1CCCC1	i	i
COc1ccc(/C=C2\CCC(C3CCCC3)C2=O)cc1Cn1cccn1 (centres undefined)	i	i
O=C(c1ccccc1F)N1CCN(Cc2ccc3c(c2)OCO3)CC1	i	i
NCCCC[C@H]1CNC(=O)C(=O)N1CCc1cccc2ccccc12	i	i
COC(=O)c1ccnc(SCC(=O)c2ccccc2)c1	i	i
O=C(OC(C(=O)Nc1cccc(C(F)(F)F)c1)c1ccccc1)C1CCCCC1 (centres undefined)	i	i
CCOC(=O)Cc1csc(NC(=O)c2cc3c(s2)CCCC3)n1	i	i
O=C1CC2(CCN(C(=O)c3ccc(F)cc3)CC2)Oc2ccccc21	i	i
CCOC(=O)C1(Cc2ccccc2)CCN(Cc2cnn(C(C)C)c2)CC1	i	i
O=C(c1ccccc1Cl)N1N=C(c2cccs2)CC1c1cccc(O)c1 (centres undefined)	i	i
CCOC(=O)c1c(NC(=O)Nc2ccccc2)sc(C)c1C	i	i
CN1C(=O)C(=O)/C(=C(/O)c2ccccc2)C1c1ccc(Br)cc1 (centres undefined)	i	i
CC(=O)NC(=C(Cl)Cl)S(=O)(=O)c1ccccc1	i	i
FC(F)(F)c1ccc(CN2C[C@@H]3C(c4ccc(C(F)(F)F)cc4)C4(c5cccnc5)CC3(C4)[C@H]2c2ccccc2)cc1 (some centres undefined)	i	i

Structures listed so far with two or more sulfur atoms:
SMILES	CHT allo act	CHT block
CN1CCc2c(sc(NC(=O)c3cc(Cl)sc3Cl)c2C(N)=O)C1	i	i
O=C(NC(=S)Nc1ccc(S(=O)(=O)Nc2ncccn2)cc1)c1ccc(Br)cc1	i	i
CSc1nc2cc(Cl)ccc2s1	i	i
CC(C)CCNS(=O)(=O)c1ccc(-c2ccc(S(=O)(=O)NCCC(C)C)cc2)cc1	i	i
CCOC(=O)c1c(NC(=S)Nc2cccnc2)sc(C)c1C	i	i
CN(C)S(=O)(=O)c1ccc(C(=O)NCc2nnc(SCC(=O)N3CCCCCC3)o2)cc1	i	i
Nc1c(C(=O)N2CCCCC2)sc(=S)n1-c1ccccc1	i	i
Cc1ccc(S(=O)(=O)N2CCN(C(=O)c3ccccc3-c3nc4ccccc4s3)CC2)c(C)c1	i	i
CCOC(=O)Cc1csc(NC(=O)c2cc3c(s2)CCCC3)n1	i	i

Source: PubChem BioAssay

Compounds were not picked by outcome, and some 1.5% of all compounds hit somewhere here.
